PLAP inhibition = inhibition of human placental alkaline phosphatase – biochemical, luminescence, HTS (AID 690); purified PLAP, luminescent substrate; higher % means a stronger effect; inhibition, % at 20 µM, or IC50 in µM where a hit was titrated; 0.08% of 96,000 active; in the data active = a potency from the dose series; inactive = the rest, 99 in 100 with inhibition below about 30%; note: strong numbers were not always called active
MRP reversal = compounds reversing MRP-mediated drug resistance; 0.04% of 85,000 active; differential viability (reversal), % at 10 µM; AID 602; H69AR cells + 2 uM doxorubicin, CellTiter-Glo, 72 h;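 active = viability drop by adding the cancer drug above about 55%, with treated viability meeting a 40% cutoff, limit read from the data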;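 note: viability without doxorubicin minus viability with 2 µM doxorubicin for each compound; larger differential means the compound sensitizes cells more to doxorubicin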
Bcl-B displacement = displacers of TR3 peptide from Bcl-B, primary screen, selectivity assay for Bfl-1 inhibitor project, biochemical, fluorescence polarization; FP displacement of FITC-TR3 peptide from Bcl-B; higher % means a stronger effect; one-dose displacement, % at 20 µM; IC50 in µM for titrated hits; 0.11% of 96,000 active;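 active = displacement above 50% at 20 µM plus a fluorescence interference ratio under 1.5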;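 note: plate controls were wells without compound for no effect and wells lacking Bcl-B protein for full effect; a part of the inactive calls stands beside numbers as strong as those of hits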
NFkB transloc inh = blocks IL-1B driven NFkB nuclear translocation in HUVEC cells | 0.43% of 94,000 active | inhibition, % at 2 µM | HUVEC IL-1B NFkB p65 nuclear translocation imaging;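 active = inhibition above about 30% together with a positive call from visual inspection of the well image, limit read from the data; inconclusive = inhibition above a set limit but visual check negative; inactive = inhibition not above a set limit, visual check negative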;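 note: nuclear over cytoplasmic p65 intensity ratio measured by imaging; 0% = IL-1B stimulated DMSO wells and 100% = unstimulated DMSO wells; values of inactives mirror those of a sister screen read the other way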
IL1B NFkB pot = enhances IL-1B driven NFkB nuclear translocation; HUVEC IL-1B NFkB p65 nuclear translocation imaging; 0.3% of 94,000 active; activation, % at 2 µM;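 active = activation above 40%, about the mean plus 3 SD, also judged a hit on visual image review; inconclusive = activation above 40% but not a hit on visual review; inactive = activation not above 40% and no visual hit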;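 note: percent activation is computed from the nuclear over cytoplasmic p65 intensity ratio; values of inactives mirror those of a sister screen read the other way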
MRP reversal cytotoxicity = second read-out of MRP reversal, no call of its own (marks repeat the call); viability, %; H69AR cells, CellTiter-Glo, 72 h; measured here: cytotoxicity without doxorubicin
MRP reversal with doxorubicin = further read-out of MRP reversal, marked with its call; viability, %; measured here: viability with 2 uM doxorubicin; active compounds read low
NFkB transloc inh cell count 2 µM = recorded beside NFkB transloc inh, whose call it bears; cell count; measured here: cells passing quality filter;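 raw number of nuclei counted in each imaged well without normalization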
IL1B NFkB pot cell count 2 µM = recorded beside IL1B NFkB pot, whose call it bears; cell count; measured here: cells passing quality filter
The depositor's hits bear a star; ? = inconclusive; . = no result given.

Order of values: PLAP inhibition, MRP reversal, MRP reversal cytotoxicity, MRP reversal with doxorubicin, Bcl-B displacement, NFkB transloc inh, NFkB transloc inh cell count 2 µM, IL1B NFkB pot, IL1B NFkB pot cell count 2 µM
#1 C=CCN1C(=O)C(O)(CC(=O)c2c(C)n[nH]c2C)c2cc(Br)ccc21 (configuration not stated)
→ -2%, 17, 84, 68, -8%, -9, 158, 9, 158
#2 Cc1cc(C(=O)NCc2cccs2)no1
→ 6%, 1, 102, 102, -8%, -11, 182, 11, 182
#3 CC(C)CC(NC(=O)C1CCC(C)CC1)C(=O)N1CCN(c2ccccn2)CC1 (configuration not stated)
→ -67%, -5, 82, 87, 2%, 9, 130, -9, 130
#4 CCOc1ccccc1NC(=O)CCN1CCN(S(=O)(=O)c2ccc(Br)cc2)CC1
→ -21%, 38, 83, 45, -4%, -59, 130, ?, .
#5 COc1cc(C2C(C(=O)c3cccs3)=C(O)C(=O)N2Cc2ccco2)cc(OC)c1OC (configuration not stated)
→ -14%, 14, 98, 85, -6%, -2, 115, 2, 115
#6 COc1cccc(NC(=O)C2CCCN(S(=O)(=O)c3cccc4nsnc34)C2)c1 (configuration not stated)
→ 4%, ., ., ., -10%, 2, 128, -2, 128
#7 COc1ccccc1NS(=O)(=O)c1cc(C)ccc1C
→ -14%, 16, 103, 87, 8%, -11, 80, 11, 80
#8 CCCCCn1c(N2CCC(C(N)=O)CC2)nc2c1c(=O)[nH]c(=O)n2C
→ -5%, 4, 85, 81, -3%, 14, 92, -14, 92
#9 CCOC(=O)/C(C(C)=O)=C1/OC(=O)c2ccccc21
→ -1%, -2, 95, 97, -2%, -2, 178, 2, 178
#10 Cc1cc(C)c(C#N)c(SCC(=O)OC2CCCCC2)n1
→ 3%, 3, 90, 86, -11%, ., ., ., .
#11 O=C(c1ccc2nc3ccc(Cl)cc3c(=O)n2c1)N1CCOCC1
→ -9%, ., ., ., 6%, 14, 141, -14, 141
#12 Cc1nc(NC(=O)CSc2ccccc2N)sc1C
→ 12%, -3, 93, 95, 18%, 3, 190, -3, 190
#13 CN(C)CCCN1C(=O)C(=O)/C(=C(/O)c2ccc(OCc3ccccc3)cc2)C1c1cccnc1 (configuration not stated)
→ 0%, 13, 105, 92, 1%, ., ., ., .
#14 CCc1c(C)nc2ncnn2c1N1CCC(C(=O)Nc2ccccc2)CC1
→ -82%, -16, 57, 73, -9%, 14, 137, -14, 137
#15 COc1ccccc1CNC(=O)c1oc2ccc(S(=O)(=O)N3CCCC3)cc2c1C
→ -36%, -27, 42, 69, -19%, -2, 152, 2, 152
#16 COc1ccc(-c2nc(-c3ccc(Br)cc3)no2)c(OC)c1
→ 9%, 14, 101, 87, -6%, -3, 111, 3, 111
#17 CC(Sc1nc(NCc2ccccc2)nc(N(C)C)n1)C(=O)Nc1ccccc1 (configuration not stated)
→ -5%, ., ., ., 10%, 13, 96, -13, 96
#18 CCn1c(SCC(=O)Nc2sc(C)c(C)c2C#N)nnc1C(C)C
→ -42%, 8, 87, 79, -1%, -1, 109, 1, 109
#19 Cc1ccccc1NC(=O)NCCCN1CCN(C2CCCCC2)CC1
→ -10%, 7, 101, 95, -9%, -28, 128, 28, 128
#20 CC1=NN(c2nc(-c3ccc(C)cc3)cs2)C(=O)C1N=Nc1ccc2ccccc2c1 (configuration not stated)
→ 28%, ., ., ., -7%, 3, 110, -3, 110
#21 COC(=O)CC1SC(=O)NC1=Nc1ccc(OC)cc1 (configuration not stated)
→ 17%, -11, 73, 84, -11%, -4, 160, 5, 160
#22 COC(=O)CNC(=O)c1c(C)cc(=O)oc1C
→ 16%, -2, 96, 99, -4%, 10, 57, -10, 57
#23 COc1ccc2[nH]c3nc(SCc4nnc(-c5ccccc5)o4)nnc3c2c1
→ -51%, 2, 9, 7, 4%, -1, 88, 1, 88
#24 CCOC(=O)C(C)c1ccc2cc(OC)ccc2c1 (configuration not stated)
→ 14%, 11, 95, 84, -7%, -6, 185, 6, 185
#25 CCOC(=O)N1CCN(C(=O)c2nn(-c3cc(OC)cc(OC)c3)c(=O)c3ccccc23)CC1
→ -20%, 9, 76, 67, -4%, ., ., ., .
#26 COc1cccc(-n2c(SCC(N)=O)nnc2-c2c[nH]c3ccccc23)c1
→ -25%, -1, 80, 81, 3%, ., ., ., .
#27 COC(=O)CSc1nc(N)c(NC(=O)c2ccc(OC)c(OC)c2)c(=O)[nH]1
→ 8%, 9, 104, 96, 3%, 7, 66, -7, 66
#28 CCOn1c(=O)c(C)[n+]([O-])c2ccccc21
→ ., 0, 88, 88, ., 5, 127, -5, 127
#29 CC1(C(=O)NC23CC4CC(CC(C4)C2)C3)CC1(Cl)Cl (configuration not stated)
→ -6%, ., ., ., -1%, 1, 165, -1, 165
#30 CCCOC(=O)c1ccc(Cl)c(NC(=O)c2ccc(-c3ccccc3)cc2)c1
→ -4%, ., ., ., -10%, -12, 205, 12, 205
#31 O=C(c1ccco1)N1CCN(S(=O)(=O)c2ccc(S(=O)(=O)NC3CC3)cc2)CC1
→ -7%, -6, 86, 93, 2%, -2, 91, 2, 91
#32 Cc1cc(C)c(NC(=O)CSc2nnc(-c3ccco3)n2N)c(C)c1
→ 14%, -14, 98, 112, -1%, -8, 161, 8, 161
#33 Nc1nc(SCC(=O)Nc2ccccc2Sc2ccccc2)n[nH]1
→ -127%, ., ., ., -2%, -14, 151, 14, 151
#34 CCOC(=O)C1=C(CSc2nc(CC)c(C)cc2C#N)OC(N)=C(C#N)C1c1ccccc1 (configuration not stated)
→ 8%, 4, 28, 24, -38%, -20, 207, 20, 207
#35 CCCCn1c(SCC2CCCCO2)nc2cc(S(N)(=O)=O)ccc21 (configuration not stated)
→ -81%, -1, 81, 82, -3%, 9, 227, -9, 227
#36 COc1ccc(C2=CC(c3c(C)nn(-c4ccccc4)c3Cl)n3nnnc3N2)cc1OC (configuration not stated)
→ -49%, -5, 24, 30, -46%, 4, 185, -4, 185
#37 CCOc1ccc(Cn2c(C)nc([N+](=O)[O-])c2SCC(O)CCl)cc1[N+](=O)[O-] (configuration not stated)
→ 0%, 2, 72, 69, 13%, -1, 121, 1, 121
#38 COC(=O)CCCNS(=O)(=O)c1ccc2ccccc2c1
→ ., 7, 102, 95, ., -22, 122, 22, 122
#39 Cc1ccc(C)c(NC(=S)NNC(=O)c2csc3c2CCCC3)c1
→ -21%, ., ., ., -2%, -1, 181, 1, 181
#40 CC(SCc1ccccc1)C(=O)Nc1ccc2c(c1)OCO2 (configuration not stated)
→ 17%, 17, 107, 89, 3%, -11, 187, 11, 187
#41 CCOC(=O)c1ccc2[nH]c3c(c2c1)CCCCC3=O
→ ., 9, 93, 84, ., -41, 128, 41*, 128*
#42 C=CCc1cccc(/C=N/n2c(C)nnc2C)c1O
→ 19%, -5, 96, 101, 10%, -4, 142, 4, 142
#43 CC(C)NC(=O)Cc1ccc(Br)cc1
→ 16%, 15, 101, 87, -4%, -11, 125, 11, 125
#44 O=C(OC(C(=O)NC1CCCC1)c1ccc(F)cc1)c1ccno1 (configuration not stated)
→ 3%, 0, 93, 93, 7%, -17, 199, 17, 199
#45 Cc1nc(NCCCO)c(C#N)c2c1COC(C)(C)C2
→ 10%, 4, 95, 91, -3%, -4, 106, 4, 106

Profiles from above. Order of values: PLAP inhibition	MRP reversal	MRP reversal cytotoxicity	MRP reversal with doxorubicin	Bcl-B displacement	NFkB transloc inh	NFkB transloc inh cell count 2 µM	IL1B NFkB pot	IL1B NFkB pot cell count 2 µM
`COc1cccc(-n2c(SCC(N)=O)nnc2-c2c[nH]c3ccccc23)c1` across the screens: -25%	-1	80	81	3%	.	.	.	.
`C=CCc1cccc(/C=N/n2c(C)nnc2C)c1O` across the screens: 19%	-5	96	101	10%	-4	142	4	142

(next part)
Order of values: PLAP inhibition, MRP reversal, MRP reversal cytotoxicity, MRP reversal with doxorubicin, Bcl-B displacement, NFkB transloc inh, NFkB transloc inh cell count 2 µM, IL1B NFkB pot, IL1B NFkB pot cell count 2 µM
#46 O=C(CCc1ccccc1)NNC(=S)NC(=O)c1ccc(Cl)cc1
→ 21%, ., ., ., 6%, 7, 177, -7, 177
#47 N=c1c(C(=O)NCc2ccco2)cc2c(=O)n3ccccc3nc2n1CC1CCCO1 (configuration not stated)
→ ., -22, 53, 74, ., -10, 100, 10, 100
#48 O=C(c1ccc(CS(=O)(=O)c2ccc(Br)cc2)o1)N1CCOCC1
→ -11%, 10, 93, 84, 3%, 1, 59, -1, 59
#49 Cc1csc(NC(=O)CSc2nc3sc(C)c(C)c3c(=O)[nH]2)n1
→ -39%, -8, 82, 90, -37%, 13, 116, -13, 116
#50 Cc1ccc(NC(=O)c2ocnc2C)cc1Cl
→ 7%, 11, 77, 66, 0%, -16, 90, 16, 90
#51 CSc1nc(N(C)NC(=O)c2ccc(Cl)cc2)c2ccccc2n1
→ 0%, ., ., ., 3%, 34*, 79*, -34, 79
#52 COc1cccc(NC(=O)c2ncn[nH]2)c1
→ -4%, 8, 95, 88, -3%, 3, 167, -3, 167
#53 O=C(NCCN1CCc2ccccc2C1)C1CCN(S(=O)(=O)N2CCC3(CC2)OCCO3)CC1
→ -29%, 7, 91, 84, -12%, -1, 184, 1, 184
#54 O=C1NC2(CCCc3ccccc32)C(=O)N1Cc1nnc(-c2ccccc2Br)o1 (configuration not stated)
→ -42%, 6, 92, 86, 0%, 14, 174, -14, 174
#55 C=CCn1c(SCC(=O)O)nnc1-c1cccs1
→ 0%, 1, 93, 92, 6%, -8, 160, 8, 160
#56 CNC(=O)c1c(NC(=O)c2nc3ccccc3s2)sc2c1CCC2
→ -62%, -4, 70, 73, -90%, 1, 201, -1, 201

In the list so far, these have an NH in an aromatic ring:
Order of values: PLAP inhibition, MRP reversal, MRP reversal cytotoxicity, MRP reversal with doxorubicin, Bcl-B displacement, NFkB transloc inh, NFkB transloc inh cell count 2 µM, IL1B NFkB pot, IL1B NFkB pot cell count 2 µM
#1 C=CCN1C(=O)C(O)(CC(=O)c2c(C)n[nH]c2C)c2cc(Br)ccc21 (configuration not stated)
→ -2%, 17, 84, 68, -8%, -9, 158, 9, 158
#8 CCCCCn1c(N2CCC(C(N)=O)CC2)nc2c1c(=O)[nH]c(=O)n2C
→ -5%, 4, 85, 81, -3%, 14, 92, -14, 92
#23 COc1ccc2[nH]c3nc(SCc4nnc(-c5ccccc5)o4)nnc3c2c1
→ -51%, 2, 9, 7, 4%, -1, 88, 1, 88
#26 COc1cccc(-n2c(SCC(N)=O)nnc2-c2c[nH]c3ccccc23)c1
→ -25%, -1, 80, 81, 3%, ., ., ., .
#27 COC(=O)CSc1nc(N)c(NC(=O)c2ccc(OC)c(OC)c2)c(=O)[nH]1
→ 8%, 9, 104, 96, 3%, 7, 66, -7, 66
#33 Nc1nc(SCC(=O)Nc2ccccc2Sc2ccccc2)n[nH]1
→ -127%, ., ., ., -2%, -14, 151, 14, 151
#41 CCOC(=O)c1ccc2[nH]c3c(c2c1)CCCCC3=O
→ ., 9, 93, 84, ., -41, 128, 41*, 128*
#49 Cc1csc(NC(=O)CSc2nc3sc(C)c(C)c3c(=O)[nH]2)n1
→ -39%, -8, 82, 90, -37%, 13, 116, -13, 116
#52 COc1cccc(NC(=O)c2ncn[nH]2)c1
→ -4%, 8, 95, 88, -3%, 3, 167, -3, 167

These rows are one share of the data, so the mix of outcomes need not match the whole.
